# Cardiac RTF inh: cardiac RTF calcium desensitization. P19429+P45379. IANBD-labeled cardiac RTF, Ca2+ fluorescence. inhibition, % at 7.15 µM. 340,000 compounds, 0.12% hits;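 active means inhibition above the mean inhibition of all tested compounds plus 3 SD, cut at about 17% in these data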;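 further: assay run at fixed EC70 calcium of 1.6 mM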
# V-ATPase pH: alters yeast V-ATPase proton transport | S. cerevisiae, pHLuorin cytosolic pH fluorescence | response, % at 10 µM | 350,000 compounds, 0.37% hits | AID 504577; in the data active means response mostly above about 7.3%, no sharp cut-off; inactive means mostly below about 5.4%; further: actives read high; inactives centre near 0; some compounds called inactive have numbers as strong as hits; reference of the scale not given here
# CAL PDZ FP: inhibitors of human CAL PDZ peptide binding; Q9HD26; purified CAL PDZ, TMR-peptide fluorescence polarization, 1 h; inhibition, % at 24.9 µM; 300,000 compounds, 0.92% hits; AID 602252;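 active means mean inhibition of at least 30% with at least half of replicates also reaching 30%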;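 further: 0% = DMSO neutral control and 100% = excess unlabeled competitor peptide PRC23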
# Keap1-Nrf2 PPI: Keap1-Nrf2 (human) interaction inhibition; Keap1 Kelch-Nrf2 peptide fluorescence polarization, 1536-well; 340,000 compounds, 0.15% hits; Q14145; inhibition, % at 9.4 µM; in the data active means inhibition above about 12%;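 further: human Keap1 Kelch domain with fluorescein labeled Nrf2 9mer peptide probe; 0% = neutral control wells and 100% = peptide positive control; higher means more block of Keap1 binding to Nrf2 peptide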
# Target sequence (Q14145 whole entry, looked up, the tested form may be a part): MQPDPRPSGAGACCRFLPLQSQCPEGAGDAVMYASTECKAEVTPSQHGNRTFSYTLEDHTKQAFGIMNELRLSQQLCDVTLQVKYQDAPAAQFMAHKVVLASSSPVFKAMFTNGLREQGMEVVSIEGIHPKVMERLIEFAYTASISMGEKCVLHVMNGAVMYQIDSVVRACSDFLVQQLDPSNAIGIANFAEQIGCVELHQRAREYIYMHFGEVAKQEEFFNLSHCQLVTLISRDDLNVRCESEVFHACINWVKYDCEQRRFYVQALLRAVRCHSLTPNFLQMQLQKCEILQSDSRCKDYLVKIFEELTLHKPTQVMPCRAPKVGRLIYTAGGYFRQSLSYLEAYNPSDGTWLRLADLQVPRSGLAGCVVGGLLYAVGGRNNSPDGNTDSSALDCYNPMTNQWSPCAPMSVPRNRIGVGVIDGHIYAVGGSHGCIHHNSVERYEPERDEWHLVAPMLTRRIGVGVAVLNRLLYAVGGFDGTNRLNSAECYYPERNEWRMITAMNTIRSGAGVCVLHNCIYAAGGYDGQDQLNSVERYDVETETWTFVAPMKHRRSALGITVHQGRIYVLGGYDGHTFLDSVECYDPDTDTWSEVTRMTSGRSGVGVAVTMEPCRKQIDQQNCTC
# MOR-DOR ag: OPRM1-OPRD1 heterodimerization agonism; P35372+P41143; cells, luminescence; activation, % at 9.3 µM; 340,000 compounds, 0.3% hits; in the data active means activation above about 18%;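 further: 0% = vehicle-treated cells and 100% = reference agonist; values of inactives mirror those of a sister screen read the other way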
# LANA DNA inh: KSHV C-LANA DNA binding inhibition. MBP-C-LANA/FAM-LBS DNA binding, fluorescence polarization. inhibition, % at 9 µM. 340,000 compounds, 0.078% hits. AID 504423;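 active means highest replicate inhibition at or above 60% at 9 µM, even if other replicates fall short; inactive means all replicates below 60% inhibition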;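 further: 0% = neutral control wells and 100% = 4 µM acridine orange control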
# HTR5A ag: HTR5A agonism, opioid heterodimer counter-screen. HTR5A agonist assay, luminescence, cell-based. AID 504692. 340,000 compounds, 0.61% hits. activation, % at 9.3 µM. P47898; in the data active means activation mostly above about 9.5%, no sharp cut-off; inactive means mostly below about 7.6%;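 further: 0% = cells with vehicle only and 100% = reference agonist; strong numbers were not always called active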
# Target sequence (P47898 whole entry, looked up): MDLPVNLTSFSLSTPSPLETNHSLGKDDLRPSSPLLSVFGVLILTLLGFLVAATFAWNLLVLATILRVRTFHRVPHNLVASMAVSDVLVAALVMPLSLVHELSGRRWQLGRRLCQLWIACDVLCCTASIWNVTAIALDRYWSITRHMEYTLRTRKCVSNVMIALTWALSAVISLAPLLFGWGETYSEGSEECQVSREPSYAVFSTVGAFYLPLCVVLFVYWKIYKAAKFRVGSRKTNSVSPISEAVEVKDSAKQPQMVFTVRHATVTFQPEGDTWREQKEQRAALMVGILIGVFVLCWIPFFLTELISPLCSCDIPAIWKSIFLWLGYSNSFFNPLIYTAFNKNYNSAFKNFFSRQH
# MOR-DOR inv ag: inverse agonists of human mu-delta opioid receptor heterodimerization; inhibition, % at 9.3 µM; 340,000 compounds, 0.21% hits; P35372+P41143; cell-based MOR-DOR heterodimer luminescence, inverse agonism; AID 504357; in the data active means inhibition above about 22%, passing the limit was not always enough;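 further: 0% = cells with DMSO and 100% = wells without cells with DMSO; values of inactives mirror those of a sister screen read the other way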
# HTR5A inv ag: counter-screen for OPRM1-OPRD1 inverse agonists: human HTR5A inverse agonism. P47898. HTR5A cell line, luminescence. inhibition, % at 9.3 µM. 340,000 compounds, 0.083% hits. AID 504634; in the data active means inhibition mostly above about 23%, no sharp cut-off; inactive means mostly below about 18%;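 further: 0% = cells with DMSO and 100% = no-cell wells with DMSO; some compounds called inactive have numbers as strong as hits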
# cardiac RTF act: increases calcium sensitivity of human cardiac regulated thin filaments. P19429+P45379. IANBD-labeled TnC RTF fluorescence at EC20 calcium; 0% EC20 calcium, 100% full calcium. activation, % at 7.2 µM. 340,000 compounds, 0.24% hits;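 active means activation above the mean over all tested compounds plus 3 SD, cut at about 30% in these data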;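 further: rise in fluorescence read as greater calcium sensitivity of cardiac thin filaments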
# Numbers without * were called inactive; . = not tested or not shown.
Compound	Cardiac RTF inh	V-ATPase pH	CAL PDZ FP	Keap1-Nrf2 PPI	MOR-DOR ag	LANA DNA inh	HTR5A ag	MOR-DOR inv ag	HTR5A inv ag	cardiac RTF act
COc1ccc(C(=O)NCc2cnn(C)c2C)cc1OC1CCN(C(C)C)CC1	-10	-1	-3	1	-2.2	0.5	2	12	-1	-4
CC1CCC2(CC1)NC(=O)N(CC(=O)Nc1cc(S(=O)(=O)N3CCCC3)ccc1Cl)C2=O (configuration not stated)	6	-1	.	0	-0.9	-1.1	-1	5	5	-2
CCC(Sc1nc(=O)cc(N)n1-c1cccc(C)c1)C(=O)Nc1cc(C)on1 (configuration not stated)	-3	4	-1	3	2.9	-0.6	7	-17	-37	10
CC(/C=C/c1ccccc1)=N\Nc1nc(C)cc(C)n1	0	1	-3	-4	-0.4	-1.3	-5	2	15	-2
CC1(c2ccccc2)NC(=O)N(CC(=O)N2CCN(S(=O)(=O)c3cccc([N+](=O)[O-])c3)CC2)C1=O (configuration not stated)	9	-3	.	-2	-0.3	-0.4	2	2	-5	-4
CN1CCN(C(N)=NC(=O)c2ccccc2)CC1	-10	-2	-3	-7	0.9	-0.1	0	-4	-30	9
C/C(=N\NC(=O)COc1ccc(C(C)(C)C)cc1)c1ccc(N2CCOCC2)cc1	2	-4	7	8	5.2	0.2	1	-35	-21	-7
Cc1cc(C)n(CC(=O)NCCC2=CCCCC2)n1	-4	6	16	-4	-0.6	-0.5	1	4	-1	-5
CC(OC(=O)CSc1ccc([N+](=O)[O-])cc1)C(=O)NCc1ccco1 (configuration not stated)	9	1	5	0	-0.8	-9.8	1	5	-2	-7
CN(Cc1c(C(=O)N/N=C/c2cccc(O)c2)nnn1-c1nonc1N)c1ccccc1	0	3	-1	4	0.1	-0.8	0	-1	-1	-2
O=C(CN1CCC(O)(c2ccc3c(c2)OCO3)CC1)NC1CCCCC1	-9	3	-2	-1	-1.3	0.5	1	6	11	1
CC(NC(=O)Cc1ccc(F)cc1)c1ccc(F)cc1 (configuration not stated)	6	-2	1	2	-1.4	2.6	-4	9	9	-3
CCOc1ccc(C(=O)Nc2cc(C)ccn2)cc1	-17	0	-1	-2	-2.7	-2.2	1	13	-1	2
Cn1c(Cn2c(=O)sc3ccccc32)nnc1SCC(=O)NCc1ccccc1	-9	0	-2	2	-3.3	-0.9	1	16	-2	5
CC(=O)N1CCN(C(=O)c2ccc(-c3cccc(C(F)(F)F)c3)o2)CC1	-1	-1	-5	-3	-0.5	-2.4	1	3	-2	1
CCN(CC)c1ccc(NC(=O)Cn2ncc3c(C)n(Cc4ccccc4F)c(C)c3c2=O)c(C)c1	8	0	-5	0	-1.3	-3.2	3	7	-33	-1
Cc1ccc(-n2ncc3c2CC(C)(C)CC3NC(=O)CCc2c(C)noc2C)cc1 (configuration not stated)	1	1	18	-8	-1.7	-1.5	1	9	-7	-1
Cc1sc2ncnc(N3CCN(S(=O)(=O)c4ccc(Br)cc4)CC3)c2c1C	7	-1	-1	-7	-1.3	0.0	3	9	-7	-6
CNc1oc(-c2ccccc2Cl)nc1P(=O)(c1ccccc1)c1ccccc1	5	-3	4	1	2.5	0.1	1	-17	2	13
COc1ccccc1N(CC(=O)NCCc1ccccc1)S(C)(=O)=O	-9	4	-1	1	-0.5	-1.1	3	3	-15	-1
COC(=O)NC(=S)Nc1ccc(Oc2ccc(Cl)cc2Cl)c(Cl)c1	-4	6	0	-1	-3.4	1.6	-1	19	-4	-5
COC(=O)c1ccccc1NC(=O)Cn1c(=O)n(CCC(=O)NC2CCN(Cc3ccccc3)CC2)c(=O)c2ccccc21	-19	0	-8	1	0.1	-0.4	3	-1	-29	-2
O=C(NCc1ccccc1Cl)c1ccc2c(c1)OCO2	-3	-3	-1	2	-3.1	-0.9	2	12	-5	-3
CC12CCC(=O)N1C(C(=O)Nc1cc(Cl)ccc1N1CCOCC1)CS2 (configuration not stated)	-1	0	-4	-2	-2.0	0.0	0	10	3	-6

# 3 entries drawn at random from the list so far:
Compound	Cardiac RTF inh	V-ATPase pH	CAL PDZ FP	Keap1-Nrf2 PPI	MOR-DOR ag	LANA DNA inh	HTR5A ag	MOR-DOR inv ag	HTR5A inv ag	cardiac RTF act
Cc1ccc(-n2ncc3c2CC(C)(C)CC3NC(=O)CCc2c(C)noc2C)cc1 (configuration not stated)	1	1	18	-8	-1.7	-1.5	1	9	-7	-1
CC12CCC(=O)N1C(C(=O)Nc1cc(Cl)ccc1N1CCOCC1)CS2 (configuration not stated)	-1	0	-4	-2	-2.0	0.0	0	10	3	-6
COc1ccccc1N(CC(=O)NCCc1ccccc1)S(C)(=O)=O	-9	4	-1	1	-0.5	-1.1	3	3	-15	-1

# Next results.
Compound	Cardiac RTF inh	V-ATPase pH	CAL PDZ FP	Keap1-Nrf2 PPI	MOR-DOR ag	LANA DNA inh	HTR5A ag	MOR-DOR inv ag	HTR5A inv ag	cardiac RTF act
Cc1ccc(-c2nc(NC(=O)c3ccc(S(=O)(=O)N(CCC#N)CCC#N)cc3)sc2-c2ccccc2)cc1	-3	-3	-7	0	-3.3	1.3	-5	18	-4	-3
Cc1cccc(C)c1-n1ncc(C(=O)NC2CCCC2)c1C1CCNCC1	2	-2	.	3	-0.3	1.2	-4	1	-2	-4
COc1cccc(Cc2n[nH]c(=S)n2Cc2ccco2)c1	0	-2	-4	2	-4.5	-2.0	0	22	33	-1
O=S(=O)(c1ccccc1F)N1CCN(Cc2cc3c(cc2O)OCO3)CC1	-11	-2	.	2	2.4	-0.8	3	-10	-8	4
CCOC(=O)c1ccc(NC(=O)c2ccc(CN3CCOCC3)cc2)cc1	-5	-3	-1	3	-0.9	0.0	-1	6	8	-2
Cc1cccc(-n2c(CCn3nc(C)c([N+](=O)[O-])c3C)n[nH]c2=S)c1	-8	-5	.	-1	1.1	1.6	-1	-6	0	11
O=c1cc(Nc2ccc3c(c2)OCCO3)[nH]c(=O)n1-c1ccc(Br)cc1	-12	3	-2	-1	-0.9	0.5	4	5	-9	3
CCCN1C(=O)C2(SC(NC(C)=O)=NN2C(C)=O)c2cc(C)cc(C)c21 (configuration not stated)	1	-5	-4	-7	-1.9	0.6	1	10	-36	-7
COc1ccccc1NC(=O)NC1(C)CCS(=O)(=O)C1 (configuration not stated)	-2	2	.	3	-0.9	2.8	4	8	-11	-1
COc1ccc(N2CCN(S(=O)(=O)CCNC(=O)c3ccco3)CC2)cc1	-3	-6	-4	2	1.5	-0.9	2	-10	-19	0
O=S1(=O)[C@H]2C[C@@H]3C=C[C@@]2(CN1Cc1ccc(Cl)cc1)O3	-5	-5	-3	1	-0.5	1.2	-3	2	-28	7
COc1cccc(NC(=O)CN(C)C(=O)c2ccc3ccccc3c2)c1	-6	0	.	2	-1.9	1.1	0	9	-4	2
O=C(Cn1nnc(-c2ccncc2)n1)N(C1CCCCC1)C1CCCCC1	-4	6	-3	0	-1.9	0.0	1	8	-7	-3
CCC(C)C(=O)Nc1cc(OC)c(OC)cc1C(=O)O (configuration not stated)	-9	5	-1	-4	-0.4	-1.9	5	2	-12	-1
O=C(CCCOc1ccc(Cl)cc1Cl)NN1CCOCC1	-1	0	28	-3	-2.9	1.7	5	17	-13	-7
N#CC1=C(N)C2=C(N3CCCCC3)CCCC2C1(C#N)C#N (configuration not stated)	-2	-1	-3	-2	1.0	41	-5	-6	-1	5
CC(=O)Nc1ccc(S(=O)(=O)c2ccc([N+](=O)[O-])cc2)cc1	-2	1	1	-5	4.7	0.4	3	-22	-12	1
COc1ccc(CN2CCNC(=O)C2CC(=O)NC2CCC2)c(OC)c1 (configuration not stated)	3	-2	-1	1	-1.6	-1.0	-3	9	-13	-1
O=C(CCNS(=O)(=O)c1ccc(Cl)cc1)Nc1ccncc1	-8	2	-4	-3	3.3	-0.7	3	-27	-10	3
CCOc1ccc(NC(=O)c2ccccc2NS(C)(=O)=O)cc1	-5	2	.	-3	-1.2	-0.3	7	6	-22	1
O=C(NCc1cccc(C(F)(F)F)c1)C1CCCN(c2cnccn2)C1 (configuration not stated)	4	-6	6	1	-2.7	-3.7	-4	13	23	-7
NC(=O)c1ccc(N2CCCCC2)c(N2C(=O)CCC2=O)c1	-24	3	-1	-10	-1.8	-3.7	1	10	-2	10
COc1ccc(OC)c(NC(=O)CC2SC(=Nc3ccc(F)cc3)N(CCC3=CCCCC3)C2=O)c1 (configuration not stated)	-14	-1	2	-1	-0.9	-1.4	1	5	-1	3
CC12CCC(=O)N1C(C(=O)N1CCN(c3ccc(C(F)(F)F)cc3[N+](=O)[O-])CC1)CS2 (configuration not stated)	12	0	.	3	-2.9	-0.2	1	12	-3	-2
CCCC1(C(=O)OC)NC(c2ccc(OC)c(OC)c2)C2C(=O)N(c3cccc(C(C)=O)c3)C(=O)C21 (configuration not stated)	-1	1	0	0	-3.7	-1.3	-3	18	10	-2
CC(=O)N1CCc2cc(S(=O)(=O)NC(C(=O)Nc3ccc4c(c3)OCCO4)C(C)C)ccc21 (configuration not stated)	-3	-6	-2	-9	-1.1	-0.2	2	7	-18	3
Cc1ccc(S(=O)(=O)NCC(=O)NC2CCCCCC2)cc1	-2	0	2	-5	-2.2	3.1	-2	12	4	1
COCCCNC(=O)c1ccc(S(=O)(=O)c2ccc(Cl)cc2)c(NC(C)=O)c1	-8	3	-1	1	-1.9	-0.2	2	9	-9	13
COc1cccc(C(=O)N2CCN(C(=O)c3ccc(-c4ccccc4)cc3)CC2)c1OC	-4	-3	0	2	-0.4	-0.2	0	2	0	0
CC(C)CN(C(=O)COC(=O)CCc1nc2ccccc2s1)c1c(N)n(Cc2ccccc2)c(=O)[nH]c1=O	3	-6	1	-5	-0.8	-0.3	-1	4	4	2
CCCCNC(=O)Nc1nnc(-c2ccc(OCC)cc2)o1	1	-1	4	3	-0.5	2.2	3	3	-9	-8
NS(=O)(=O)c1ccc(CCNC(=O)CN2C(=O)COc3ccc(S(=O)(=O)N4CCCC4)cc32)cc1	0	0	2	-4	-1.3	-1.0	2	7	-6	2
Cn1nnnc1SCCNC/C=C/c1ccccc1	5	2	.	-3	-1.9	-0.7	6	10	-21	-2
O=C(NCC(c1ccco1)N1CCOCC1)c1ccc(C(F)(F)F)cc1 (configuration not stated)	5	0	-6	-3	-2.3	-0.3	1	15	-4	-1
CCn1nc([N+](=O)[O-])c(C(C#N)c2nc3ccccc3n2C)c(Cl)c1=O (configuration not stated)	5	-2	-1	0	-1.9	-0.3	0	9	21	12
CC(=O)c1cccc(NC(=S)NNC(=O)c2ccc(C)c([N+](=O)[O-])c2)c1	-1	-1	0	-6	-4.0	-3.9	0	21	0	5
COc1ccc(Cl)cc1NC(=O)CN1C(=O)CCS(=O)(=O)c2ccccc21	-6	2	-3	1	-1.6	1.5	3	9	-9	6
O=C(Cc1ccc(Cl)cc1)NCCCn1ccnc1	-2	4	-3	1	-3.1	-0.4	2	16	-6	0
CCO[C@H]1OC(C(=O)N2CCCCCCC2)=C[C@@H](c2ccccc2)[C@@H]1CCCO	-8	4	-2	0	-1.3	-0.3	-3	7	7	2

# Compound activity (PubChem)
